RAD54 branch – inhibitors of human RAD54 branch migration | Q92698 | RAD54 Holliday junction branch migration, FAM/BHQ fluorescence | inhibition, % at 10.4 µM | hit rate 0.14% among 360,000 | AID 602329;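 active = mean normalized replicate activity at least 40 and at least half of replicates scoring 40 or more; inconclusive = only one of the two criteria met; inactive = mean below 40 and under half of replicates reaching 40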;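 also: 0% = median of neutral control wells and 100% = median of positive control wells; inhibitors cause a drop in the FAM fluorescence signal; in these data hits start at about 50%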
E-selectin induc – E-selectin induction on HUVECs; P16581; HUVEC E-selectin immunofluorescence imaging; normalized: neutral wells 0, TNF-alpha wells 100; activation, % at 7.58 µM; hit rate 0.37% among 260,000; AID 686992;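 active = mean E-selectin-positive cell signal at least 10% of the positive control, reached in at least 60% of replicates, without over 20% cell loss; inconclusive = no rule given, readout overlaps actives, possibly toxicity-flagged; inactive = the rest, including those meeting only one limit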;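 also: in these data hits start at about 27%; measured in HUVEC primary endothelial cells; signal is the percent of cells scored E-selectin positive by PE staining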
Target sequence (P16581 whole entry, looked up): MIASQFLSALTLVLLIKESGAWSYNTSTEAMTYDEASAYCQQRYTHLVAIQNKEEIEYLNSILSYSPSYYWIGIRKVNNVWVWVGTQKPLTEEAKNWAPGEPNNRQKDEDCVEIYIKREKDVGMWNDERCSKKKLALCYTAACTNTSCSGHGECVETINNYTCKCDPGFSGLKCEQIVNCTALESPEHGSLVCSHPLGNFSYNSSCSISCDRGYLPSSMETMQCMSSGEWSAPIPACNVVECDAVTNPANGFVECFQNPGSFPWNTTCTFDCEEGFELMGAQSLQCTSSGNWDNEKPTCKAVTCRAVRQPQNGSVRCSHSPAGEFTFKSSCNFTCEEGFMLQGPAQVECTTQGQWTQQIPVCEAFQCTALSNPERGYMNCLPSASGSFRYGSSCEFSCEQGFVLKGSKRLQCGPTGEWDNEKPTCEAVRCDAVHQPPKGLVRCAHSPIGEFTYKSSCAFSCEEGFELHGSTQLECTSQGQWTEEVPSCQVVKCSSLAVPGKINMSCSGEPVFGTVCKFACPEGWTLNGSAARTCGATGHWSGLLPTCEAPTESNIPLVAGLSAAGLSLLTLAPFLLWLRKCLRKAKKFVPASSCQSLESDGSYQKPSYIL
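Test system – human umbilical vein endothelial cells (HUVEC), E-selectin induction · Input – 3,000 HUVEC seeded per well · Buffer or medium – EGM-2, gelatin · Compound dosing – single-point compound dose · Detection – immunofluorescence imaging · Measure – percent E-selectin-positive cells · Controls – TNF-alpha high, DMSO low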
Xi reactivation – X-chromosome reactivation activator; XiGFP mouse fibroblasts, % GFP-positive cells imaging, 3 d; cells co-treated with 5-aza-dC sensitizer; scaled so ellipticine positive control = 100%; hit rate 0.055% among 360,000; activation, % at 7.58 µM; AID 743238;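 active = mean normalized replicate activation at least 10% and every replicate at or above 10%; inconclusive = only one of the two criteria met; inactive = mean below 10% and not all replicates reach 10%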;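 also: 0% = median of on-plate neutral control wells and 100% = ellipticine 6 µM median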
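System: SV40-immortalized XiGFP fibroblast cells, line 68-5-11 / Incubation: 3-day compound exposure, then 15 min fixation at room temperature / Compound: single concentration per compound, delivered by pin transfer / Buffer or medium: DMEM plus 5-aza-dC sensitizer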
esBAF inh – SWI/SNF esBAF complex inhibition; mouse ES cells, Bmi1-luciferase knock-in reporter, 24 h; 100% = twice the neutral-well signal; reporter increase, % at 12.5 µM; hit rate 2% among 350,000; AID 602393; in the data active = activation above about 40%; inconclusive = no clear call, values can overlap the other calls;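 also: 0% = median of the plate's neutral control wells and 100% = double that signal; a rise in the Bmi1 reporter signal indicates esBAF inhibition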
S100A4 MyoIIA – inhibitors of human S100A4 binding to myosin IIA peptide; P26447; hit rate 0.14% among 360,000; inhibition, % at 10.7 µM; S100A4/TAMRA-MyoIIA peptide fluorescence polarization;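 active = mean inhibition of at least 70% across replicates, with every replicate also reaching that level; inconclusive = mean inhibition reaches 70% but some replicates fall short; inactive = mean inhibition below 70%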
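Test system: S100A4 monomer protein. Medium: HEPES buffer with Ca2+, pH 7.2. Reagent: fluorescent myosin IIA peptide, 5 nM. Compound dosing: single-point compound testing. Timing: 5 min between mix addition and reading. Benchmarks: DMSO neutral and TFP positive wells.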
RAD52 anneal inh – blocks human RAD52 DNA annealing; P43351; recombinant RAD52 DNA annealing, FRET fluorescence; inhibition, % at 18.7 µM; hit rate 0.46% among 360,000;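 active = every replicate showing at least 50% inhibition; inconclusive = mean inhibition at least 50% but not in every replicate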
ERAP1 HTS inh – inhibitors of human ERAP1 aminopeptidase; Q9NZ08; recombinant ERAP1, Leu-AMC fluorescence, 60 min; inhibition, % at 10.7 µM; hit rate 0.15% among 340,000;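 active = mean replicate inhibition of at least 30%, or all replicates individually reaching that 30% level; inactive = mean below 30% and not every replicate reaching it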;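 also: 0% = neutral control wells and 100% = L-leucinethiol positive control wells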
ERp5 inh – inhibitors of human ERp5 | ERp5 insulin aggregation, absorbance 650 nm, 90 min | inhibition, % at 9.99 µM | hit rate 0.05% among 350,000 | Q15084;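 active = mean replicate inhibition above about 25%, with every replicate also reaching it, limit read from the data, passing the limit was not always enough; inconclusive = only one of those two criteria met; inactive = neither criterion met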
Target sequence (Q15084 whole entry, looked up): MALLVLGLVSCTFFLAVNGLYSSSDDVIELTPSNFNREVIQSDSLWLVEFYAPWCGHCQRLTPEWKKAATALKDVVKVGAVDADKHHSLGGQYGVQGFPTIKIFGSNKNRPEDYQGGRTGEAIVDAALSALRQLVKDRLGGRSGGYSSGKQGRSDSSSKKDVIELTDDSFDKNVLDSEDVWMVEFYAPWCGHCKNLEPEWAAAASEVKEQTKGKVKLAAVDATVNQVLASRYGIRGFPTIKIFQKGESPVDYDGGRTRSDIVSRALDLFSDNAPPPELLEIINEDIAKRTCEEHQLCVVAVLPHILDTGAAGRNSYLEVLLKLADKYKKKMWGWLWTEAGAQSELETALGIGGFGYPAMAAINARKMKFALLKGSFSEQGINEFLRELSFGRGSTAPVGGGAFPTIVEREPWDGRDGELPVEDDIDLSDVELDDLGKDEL
* marks the source's active call; other numbers are inactive results; ? = inconclusive; / = no result given. Hits appear at their usual frequency, and some 2.5% of all compounds hit somewhere here.

SMILES	RAD54 branch	E-selectin induc	Xi reactivation	esBAF inh	S100A4 MyoIIA	RAD52 anneal inh	ERAP1 HTS inh	ERp5 inh
Cc1ccc(C)c(N(CC(=O)NC2CCCC2)S(=O)(=O)c2ccccc2)c1	-4.7	-0.2	0.0	-3.6	?	-5.4	-0.9	-11.3
COc1ccccc1N1CC(C)(C)C(=O)N(C(=O)c2ccc(Cl)cc2)C1=S	/	/	0.1	/	-1.3	-10.1	/	4.1
Cc1cnc(C(=O)OCC(=O)Nc2cc(-c3ccccc3)nn2-c2ccccc2)cn1	4.1	/	1.3	1.6	-3.4	-0.8	-2.4	-5.2
COc1cccc(NC(=O)N(C)C[C@@H]2Oc3cc(C#CC4(O)CCCC4)ccc3S(=O)(=O)N([C@@H](C)CO)C[C@H]2C)c1	3.3	0.5	-1.2	7.3	6.7	-3.1	0.3	-0.3
C[C@@H]1CN([C@H](C)CO)C(=O)c2cc(NC(=O)C3CCCCC3)ccc2O[C@@H]1CN(C)S(C)(=O)=O	1.6	2.0	0.3	-1.6	-13.9	-6.1	2.8	1.1
CC(OC(=O)Cn1cnc2c1c(=O)n(C)c(=O)n2C)C(=O)NCc1ccccc1 (stereo unspecified)	-7.7	-0.6	0.1	-3.8	0.4	0.3	0.9	-1.3
CC(=O)c1cccc(-c2ccnc3c2CC(C(=O)NCc2ccccc2)O3)c1 (stereo unspecified)	-3.8	/	0.5	-25.0	-3.4	-56.0	-0.8	-6.7
O=C(CCc1ccc(O)cc1)N/N=C/c1coc2ccccc2c1=O	1.5	/	0.1	/	4.3	-23.3	/	-1.7
CCC(=O)N1N=C(c2cccs2)CC1c1ccc(C)cc1 (stereo unspecified)	-10.6	0.2	0.5	1.3	-2.5	-6.3	-1.7	0.8
COc1ccc(-c2cc3nc(C)cc(N4CCN(C(=O)c5ccoc5)CC4)n3n2)cc1	/	5.8	0.4	7.4	5.1	9.3	/	3.3
COc1ccc(/C=N/NC(C)(C)C)c(OC)c1	3.7	4.7	-0.1	-3.7	5.2	-7.2	-0.1	-0.8
Cc1nc2scc(C)n2c(=O)c1S(=O)(=O)NCc1ccccc1Cl	0.4	/	0.1	0.4	-3.1	-10.6	2.6	2.4
CC=Cc1ccc2n(c1=O)C[C@@H]1[C@@H](CO)[C@H](C(=O)NC3CCC3)N(C(=O)C3CC3)[C@H]21 (mixture of isomers)	/	0.0	0.0	/	-5.4	-32.5	-1.9	0.2
CCOc1cc(/C=N/O)ccc1OCc1ccc([N+](=O)[O-])cc1	-1.9	0.1	0.2	1.2	1.4	-6.8	-3.0	-2.6
O=C(NN1C(=O)C2C3C=CC([C@H]4CC34)[C@@H]2C1=O)c1ccc(Br)cc1 (stereo partly specified)	/	0.3	-0.1	/	-5.7	-7.6	3.1	-4.3
O=C(NCc1ccncn1)[C@@H]1[C@@H](CO)[C@@H]2Cn3c(cccc3=O)[C@H]1N2CC1CC1	-6.6	0.0	0.1	-1.7	1.7	-3.5	-1.5	-0.9
CC(C)C#Cc1ccc2c(c1)O[C@H](CN(C)C(=O)CC1CC1)[C@@H](C)CN([C@H](C)CO)S2(=O)=O	-5.5	0.0	0.8	2.6	11.3	-9.9	-2.3	0.4
CCc1cccc(NC(=O)c2cnn(-c3ccccc3)c2C)c1	-14.2	0.1	0.1	14.5	-8.0	-7.8	-2.7	6.4
CC1=CC=CC2=NC(=O)CC(C)(C(=O)N(CC(=O)NC(C)C)C3CCCC3)N12 (stereo unspecified)	1.1	/	/	-3.1	-2.5	-10.4	3.0	4.2
CCCn1c(N2CCN(C(=O)Nc3ccccc3)CC2)nc2ccccc21	10.2	0.4	0.0	28.7	-1.8	-1.5	-3.1	1.3
COc1ccc(NC(=O)N(C)C[C@H]2Oc3c(NC(=O)c4cc(C)nn4C)cccc3C(=O)N([C@@H](C)CO)C[C@@H]2C)cc1	0.3	/	-1.2	-1.5	-17.1	-11.1	-3.3	3.6
CCN1C(=O)CSC1=NC12CC3CC(CC(C3)C1)C2	5.0	/	/	0.3	2.8	0.1	-2.6	-3.1
CC1Cc2ccccc2N1C(=O)COC(=O)CSc1ccc(F)cc1 (stereo unspecified)	/	-1.6	-0.1	-4.3	-6.2	3.4	-4.5	-5.6
CC(C)N(Cc1ccccc1)C(=O)CCc1ccccc1	5.7	/	0.3	-1.0	1.1	2.3	3.8	-0.5
COC(=O)C1(C)NC(c2ccc(F)cc2)C2C(=O)N(c3ccc(C)cc3)C(=O)C21 (stereo unspecified)	-1.1	/	-0.2	-3.0	-1.7	-5.0	-0.9	0.9
COc1ccc(S(=O)(=O)N(C)C[C@H]2Oc3c(NC(=O)c4nc5ccccc5s4)cccc3C(=O)N([C@H](C)CO)C[C@H]2C)cc1	-1.2	-0.1	0.5	6.0	7.8	8.2	1.2	-17.2
C[C@@H]1CN([C@H](C)CO)C(=O)c2cc(NC(=O)C3CCCCC3)ccc2O[C@@H](C)CCCCO[C@H]1CN(C)S(=O)(=O)c1cccs1	-2.9	0.2	0.3	2.3	-4.7	-70.7	3.4	2.6
CCCc1cc(=O)oc2cc(C)cc(OCC(=O)NC(Cc3c[nH]c4ccc(O)cc34)C(=O)O)c12 (stereo unspecified)	6.2	/	/	-4.5	-1.3	-9.4	4.5	5.7
CCSC1=N/C(=C\c2ccc(OC)cc2)C(=O)N1	-8.2	/	0.0	17.2	-15.2	-27.0	4.2	5.9
CO[C@H]1CN(C)C(=O)c2ccc(NS(C)(=O)=O)cc2OC[C@H](C)N(Cc2cncnc2)C[C@H]1C	1.3	-0.2	0.3	-2.7	7.4	10.9	-1.3	8.4
CSc1ccccc1C(=O)C1CCCN(C(=O)c2ccc(N3CCOCC3)cc2)C1 (stereo unspecified)	/	/	-0.2	/	-13.0	-14.4	4.5	5.2
CCCCc1c(C)nc2ccccc2c1SCCC#N	-4.3	/	0.1	-2.0	-1.9	-8.6	-2.2	-3.0
CN(C)Cc1csc(NC(=O)Nc2ccccc2Oc2ccccc2)n1	-0.1	0.1	0.1	-2.4	-4.4	34.7	-2.5	-7.7
COc1ccc([C@H]2/C=C\CN(C(=O)[C@H](Cc3ccccc3)NC(=O)OCC3c4ccccc4-c4ccccc43)CC(=O)N2Cc2ccc(F)cc2)cc1	6.2	-0.3	-0.1	-6.4	-2.8	-36.8	1.2	1.0
Nc1c(Cl)c(Cl)nc(C(=O)OCC(=O)NCc2ccccc2)c1Cl	-1.4	/	0.0	-5.5	-5.1	-41.8	-5.2	-0.1
CNC(=O)C[C@@H]1CC[C@@H]2[C@H](COc3ccc(NC(=O)Nc4ccc(F)cc4)cc3C(=O)N2C)O1	5.4	0.0	0.2	3.8	1.6	5.4	-1.8	2.8
CCOC(=O)c1ccc(NC(=S)NNC(C)(C)C)cc1	-1.8	/	0.0	/	24.5	-17.4	/	2.3
Cc1ccc(CNC(=O)c2ccc(N3CCC4(CC3)CC(c3ccccc3)=NO4)c(NC(=O)c3c(Cl)cccc3Cl)c2)cc1	-6.1	0.1	0.0	/	-4.7	-10.4	0.9	2.8
C[C@H]1CN([C@@H](C)CO)C(=O)c2cc(C#CCC3CCCC3)cnc2O[C@@H]1CN(C)Cc1ccccn1	-1.7	-0.4	-0.1	-11.5	-8.3	15.3	-4.9	2.3
Cc1noc(C)c1NC(=O)N(C)C[C@H]1Oc2ccc(NC(=O)CCCCCC(=O)Nc3ccccc3N)cc2C(=O)N([C@@H](C)CO)C[C@H]1C	/	-3.4	0.0	/	3.0	14.4	0.3	1.4
C[C@@H]1CCCCO[C@@H](CN(C)Cc2ccncc2)[C@H](C)CN([C@H](C)CO)C(=O)c2cc(NC(=O)Nc3cccc4ccccc34)ccc2O1	-2.9	0.0	-0.1	-4.6	-0.8	-0.6	3.5	1.6
Cc1ccc(C(=O)Nc2ccc(NC(=O)c3cccs3)cc2)cc1[N+](=O)[O-]	-15.2	/	0.5	/	-13.3	-10.2	0.1	-1.8
COCCCn1cc(CN2CC(N3CCCCC3)CS2(=O)=O)nn1 (stereo unspecified)	/	0.0	0.2	/	-2.0	-6.9	-3.0	4.3
COc1ccc(NC(=O)CN2C(=O)/C(=C3\SC(=S)N(C4CCS(=O)(=O)C4)C3=O)c3ccccc32)cc1 (stereo unspecified)	-12.1	0.1	0.0	/	-2.9	-9.8	/	3.4
O=C(Nc1ccc(F)cc1)N1CCCCN2[C@H](C1)[C@H](c1ccc(-c3cccc(F)c3)cc1)[C@@H]2CO	2.7	0.3	0.6	1.7	7.9	-8.3	1.6	-0.2
C[C@H]1CN([C@@H](C)CO)C(=O)c2cc(Br)cnc2O[C@H]1CN(C)Cc1ccc2c(c1)OCO2	-2.5	0.1	0.5	-2.3	1.1	1.7	0.0	0.9
Cc1ccc(NC(=O)C2CCCN2C(=O)OCc2ccccc2)cc1C (stereo unspecified)	2.0	-0.9	0.1	-4.6	4.8	-1.0	-0.8	-1.4
CC(=O)c1ccc(NC(=O)C2Cc3ccccc3CN2C(=O)c2ccccc2)cc1 (stereo unspecified)	/	-2.4	0.3	/	0.9	-95.7	1.2	-6.8
Cc1ccc(-c2csc(/C(C#N)=C/Nc3ccccc3SC(F)(F)F)n2)c(C)c1	/	/	0.0	/	-0.1	-1.7	10.6	2.0
COC(=O)C[C@@H]1CC[C@H]2[C@@H](COc3ccc(NC(=O)Nc4cccc(C#N)c4)cc3C(=O)N2C)O1	-2.8	-0.1	0.0	-7.2	5.0	-31.1	-0.7	-0.1
Remaining list, next part
SMILES	RAD54 branch	E-selectin induc	Xi reactivation	esBAF inh	S100A4 MyoIIA	RAD52 anneal inh	ERAP1 HTS inh	ERp5 inh
COc1cc(C(=O)NC(=S)Nc2ccc3c(c2)C(=O)N(C)C3=O)cc(OC)c1OC	/	-2.2	0.0	/	-12.0	-22.0	4.9	4.9
Cc1c(P(=O)(c2ccccc2)c2ccccc2)c2ccccc2n1C	-7.7	0.0	0.2	-8.0	-7.7	-1.4	-2.2	2.0
O=C(NCC[C@@H]1CC[C@H](NS(=O)(=O)c2ccc(F)cc2)[C@@H](CO)O1)c1ccccc1F	/	0.4	-0.1	/	-4.5	-10.3	0.1	3.8
O=S1(=O)C[C@H](N2CCC(Cc3ccccc3)CC2)[C@@H](COCc2ccccc2)N1	-0.3	0.0	0.3	-2.0	12.8	-5.8	10.7	-7.7
CN1CCN(C(=O)C[C@H]2CC[C@@H]3[C@H](COC[C@@H](O)CN3C(=O)Nc3ccc(F)cc3)O2)CC1	3.1	0.2	-0.1	-0.4	13.3	-8.1	1.9	-2.6
